L3MBTL1 inh – blocks human L3MBTL1; AlphaScreen L3MBTL1–H3K9me1 peptide binding; Potency, µM (series often up to 57.1 µM), without a hit: top-dose activity, negative = inhibition, hits mostly inhibitors; 230,000 compounds, 0.66% hits; AID 485360; note: nearly all actives have a fitted effect of over 60% in size
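Read-out is AlphaScreen signal from streptavidin donor and nickel chelate acceptor beads (10 ug/mL final each) bridging L3MBTL1 (50 nM) and biotinylated K9-monomethylated H3(1-15) peptide (75 nM), after 30 min compound exposure at room temperature.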
GAA inhib – inhibitors of human lysosomal alpha-glucosidase; P10253; purified human GAA, 4-MU-alpha-glucoside fluorescence; Potency, µM (highest dose often 76.9 µM), for inactives: at the highest dose activity change, negative = inhibition, usual class: inhibitors; 200,000 compounds, 0.005% hits; AID 1466;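 note: plate controls were uninhibited enzyme wells for no effect and no-enzyme background for full effect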
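AC50 values come from Hill fits of compound titrations (up to 77 uM) against 4 nM human enzyme. Substrate 4-methylumbelliferyl-alpha-D-pyranoside at 400 uM, pH 5.0 citrate buffer, 20 min room temperature; fluorescence Ex 365/Em 440 after alkaline stop.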
GAA glycogen – GAA glycogen-cleavage inhibition or activation | 300,000 compounds, 0.38% hits | P10253 | recombinant GAA, glycogen substrate, Amplex Red glucose oxidase fluorescence | Potency, µM (highest dose often 76.4 µM), for the others: at the top dose activity change, negative = inhibition, most hits filed as inhibitors;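 note: 0% = full enzyme reaction and -100% = no-enzyme basal signal; the screen sought inhibitors and activators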
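qHTS, 1536-well; enzyme 4 nM final; cpd up to 77 uM; substrate bovine liver glycogen 30 ug; 50 mM citrate/phosphate pH 5.0, 0.01% Tween-20; 37 C, 40 min; Amplex Red detection 45 min RT; Hill fit → AC50.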
TR SRC2 fluor cs – Texas Red fluorescence interference in TRb-SRC2 counter-screen | Potency, µM (doses to about 106 µM), for inactives: top-dose fluorescence change, negative = quenching | TRb/SRC2 Texas Red total fluorescence interference | AID 1479 | 280,000 compounds, 0.29% hits; active = well fitted curve in either direction with a large enough effect; inconclusive = small, poorly fitted or top-dose-only effect
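Human TRb ligand-binding domain at 0.6 uM with 20 nM Texas Red SRC2 peptide in Tris buffer containing 1 uM T3 and 5% DMSO, incubated with compound 5 h at ambient temperature. Total fluorescence (555/632 nm) calculated as parallel + 2 × perpendicular.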
RECQ1 helicase – RECQ1 (human) helicase inhibition | P46063 | RECQ1 DNA unwinding, red fluorescence kinetic read | Potency, µM (highest dose often 57.3 µM), without a hit: at the top dose activity, negative = inhibition, most hits filed as inhibitors | 240,000 compounds, 0.54% hits;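 note: plate controls were vehicle for no effect and no enzyme for full effect; nearly all actives have a fitted effect of over 30% in size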
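RECQ1T1 50 nM; forked duplex (20 bp + 30-nt ss tails) 200 nM, ATP 2 mM final; pH 8.0, 2 mM MgCl2, 2.5 ug/ml poly(dI-dC); 15 min compound preincubation; discontinuous kinetic read over 2 h at RT.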
GAA spleen mod – inhibitors or activators of human alpha-glucosidase in spleen homogenate; human spleen homogenate, 4-MU-alpha-glucoside fluorescence; P10253; Potency, µM (top dose mostly 79.9 µM), for inactives: at the highest dose activity change, negative = inhibition, usual class: inhibitors; 240,000 compounds, 0.006% hits; AID 2112;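 note: 0% = enzyme with vehicle and -100% = no enzyme basal signal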
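AC50 values come from Hill-equation fits of concentration-response data, normalized to no-enzyme and full-activity controls. Enzyme source: 1 ug human spleen homogenate; 1 mM fluorogenic 4-MU glucoside, pH 5.0 citrate buffer, 37 C, 40 min.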
TRb-SRC2 inh – TRbeta-SRC2 interaction inhibition. P10828. TRbeta-SRC2 peptide binding, fluorescence polarization; receptor liganded with 1 µM T3. Potency, µM (series often up to 106 µM), for inactives: top-dose activity change, negative = inhibition, hits mostly inhibitors. 280,000 compounds, 0.065% hits. AID 1469;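 note: plate controls were bound peptide for no effect and peptide without receptor for full effect; nearly all actives have a fitted effect of over 50% in size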
Target sequence (P10828 whole entry, looked up): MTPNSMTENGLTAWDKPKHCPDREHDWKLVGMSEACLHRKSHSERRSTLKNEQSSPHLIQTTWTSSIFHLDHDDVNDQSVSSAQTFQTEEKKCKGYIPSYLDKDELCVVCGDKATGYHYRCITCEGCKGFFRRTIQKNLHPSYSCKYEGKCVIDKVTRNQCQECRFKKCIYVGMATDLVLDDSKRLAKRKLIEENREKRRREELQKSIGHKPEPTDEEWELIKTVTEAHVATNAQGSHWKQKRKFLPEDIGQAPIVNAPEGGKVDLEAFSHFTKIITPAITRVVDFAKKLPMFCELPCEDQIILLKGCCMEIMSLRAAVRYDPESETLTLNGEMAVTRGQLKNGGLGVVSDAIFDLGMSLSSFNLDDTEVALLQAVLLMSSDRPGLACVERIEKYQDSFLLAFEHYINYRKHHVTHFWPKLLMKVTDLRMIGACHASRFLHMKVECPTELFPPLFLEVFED
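Human TRb ligand-binding domain (0.6 uM) is mixed with 20 nM Texas Red SRC2 peptide and 1 uM T3; after compound addition and 5 hr at ambient temperature, polarization is measured and normalized to unbound and bound controls.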
RGS12 GoLoco inh – inhibitors of human Gai1-RGS12 GoLoco interaction (red fluorophore); P63096; Gai1:RGS12 GoLoco peptide FP, rhodamine, 10 min; Potency, µM (doses to about 61.6 µM), for inactives: top-dose activity, negative = inhibition, hits mostly inhibitors; 230,000 compounds, 0.44% hits; active = well fitted inhibition curve with a large enough effect, not every such curve was filed as active; inactive = no such curve, though single readings can be large or run the other way; note: nearly all actives have a fitted effect of over 30% in size; many of its hits are not listed in these tables
Target sequence (P63096 whole entry, looked up): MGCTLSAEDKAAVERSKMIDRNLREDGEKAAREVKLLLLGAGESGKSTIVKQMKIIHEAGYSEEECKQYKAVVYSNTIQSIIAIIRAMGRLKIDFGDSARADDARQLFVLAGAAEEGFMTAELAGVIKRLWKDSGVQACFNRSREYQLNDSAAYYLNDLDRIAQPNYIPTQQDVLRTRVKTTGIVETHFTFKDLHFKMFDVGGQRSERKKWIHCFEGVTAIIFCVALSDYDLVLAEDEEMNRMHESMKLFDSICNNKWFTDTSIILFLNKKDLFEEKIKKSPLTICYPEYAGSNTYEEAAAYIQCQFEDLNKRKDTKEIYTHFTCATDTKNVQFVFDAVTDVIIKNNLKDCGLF
* marks the source's active call; other numbers are inactive results; i = inactive; u = inconclusive; x = no result given; [ ] = another dose, or the depositor's remark. Unless noted, calls come from the whole dose curve; as a rule, active = well fitted curve in the direction sought with a large enough effect; inconclusive = small, poorly fitted or top-dose-only effect, or another doubt; inactive = no such curve, though single readings can be large; an effect the other way counts as inactive or inconclusive. Unless noted, % is set by controls: 0 for no effect and ±100 for the full control effect; potency is the fitted concentration of half-maximal effect. An excerpt. The share of hits here may be higher or lower than overall.

Below each compound: GAA glycogen, GAA inhib, RGS12 GoLoco inh, TRb-SRC2 inh, TR SRC2 fluor cs, L3MBTL1 inh, RECQ1 helicase, GAA spleen mod
Cc1occc1-c1nnc(SCC(=O)Nc2ccc(F)cc2)n1Cc1ccccc1
→ -23.3%, 2.2%, 2.4%, -3.4%, 2.3%, x, 3.2%, -0.8%
CCCCCCCCCCCCCCCCSCC(COC)COP(=O)([O-])OCC[N+](C)(C)C (stereo not drawn)
→ x, x, x, 6.5%, -1.5%, x, -8.0%, -0.2%
C=CCn1c(O)c(C2=c3ccccc3=NC2=O)sc1=Nc1ccc(O)cc1
→ -3.5%, x, 7.5%, 2.7%, -2.2%, x, 2.4%, -4.8%
Cn1nnc(NC(=O)C(c2ccccc2)c2ccccc2)n1
→ 2.6%, -13.0%, -1.8%, -14.0%, 0.6%, 7.5%, i, -1.8%
CC(C)(C)Nc1nc(OCC#N)nc(N2CCCCC2)n1
→ -1.2%, -0.2%, -3.5%, -5.9%, -0.7%, 61.0%[activator], -9.9%, -2.1%
CC(C)CC(NC(=O)C1CCC(C)CC1)C(=O)NCc1cccnc1 (stereo not drawn)
→ 7.4%, -3.0%, 1.3%, 3.7%, -1.8%, x, -5.4%, -2.2%
CC(C)(C)NC(=O)NCc1ccco1
→ 1.9%, -8.4%, -4.8%, -7.4%, -4.3%, -12.9%, -0.1%, 7.3%
COc1cccc(-c2nc(N3CCCCC3C)c3ccccc3n2)c1O (stereo not drawn)
→ 4.7%, -4.6%, -5.0%, -3.5%, -1.3%, -7.3%, i, -7.3%
CCCCNC(=O)c1cc2nc3c(c(C(F)(F)F)n2n1)CCc1ccccc1-3
→ -0.8%, u, -2.4%, -3.4%, -6.2%, 3.9%, i, -1.7%
O=C(c1csc2ccccc12)N1CCN(c2ccccn2)CC1
→ 0.6%, -3.1%, 11.4%, -9.0%, -0.3%, 2.2%, 0.7%, 4.2%
COc1ccc(CCNC(=O)CN(c2cc([N+](=O)[O-])ccc2OC)S(C)(=O)=O)cc1
→ -6.3%, 8.1%, 10.9%, -4.8%, 0.4%, 9.4%, -7.2%, 7.6%
O=C(O)CC(C(=O)O)C(CC(=O)O)C(=O)O (stereo not drawn)
→ x, x, 5.1%, 7.3%[201 µM], 1.3%[201 µM], x, 18.4%, 4.5%
CCOC(=O)C1=C(C)NC(SCC(=O)Nc2nc(C)cs2)=C(C#N)C1c1cccs1 (stereo not drawn)
→ -22.3%, u, 18.7%, -8.2%, -8.5%, 3.8%, i, 5.9%
O=C(NCN1C(=O)C2C3C=CC(C3)C2C1=O)Nc1nccs1 (stereo not drawn)
→ 3.0%, 2.9%, -9.7%, -3.7%, -6.1%, 0.5%, -1.4%, -2.9%
Cn1c(=O)n(C)c2cc([N+](=O)[O-])c(N3CCN(C(=O)c4ccccc4Cl)CC3)cc21
→ 7.2%, -1.0%, 5.4%, 2.1%, -0.9%, 5.7%, -2.0%, -9.2%
CC(C)(C)C(=O)COC(=O)c1ccccc1O
→ -12.7%, 3.3%, 1.1%, -23.4%, 0.4%, x, i, -2.9%
CC(=O)Nc1ccc(NC(=O)C(C)n2c3ccccc3c3nc(=O)cc(C)n32)cc1 (stereo not drawn)
→ 0.3%, 2.3%, -6.0%, -7.6%, -0.6%, x, -1.2%, -20.4%
O=C(COC(=O)c1ccc(Cl)c(S(=O)(=O)N2CCc3ccccc3C2)c1)Nc1ncc(Cl)cc1Cl
→ 8.9%, -1.8%, 56.6%[activator], 11.7%[53 µM], 1.5%[53 µM], -4.8%, -15.0%, 1.8%
CCOc1ccc2[nH]c(=O)c(CN(Cc3ccco3)C(CC)c3nnnn3Cc3ccccc3)cc2c1 (stereo not drawn)
→ -1.2%, 5.2%, 48.1%[activator], -6.4%, 0.0%, -5.6%, i, -2.5%
O=C(O)C#Cc1cccc2ccccc12
→ 5.0%, x, 4.4%, 5.0%, -0.5%, 11.1%, -6.2%, 2.4%
COCCNC(=O)c1onc(CSc2cc(C)cc(C)c2)c1C(=O)NCCOC
→ 2.7%, x, 5.8%, 4.1%, -0.6%, x, i, 0.6%
COCCCNC(=O)c1ccc(Cn2c(=O)c3ccccc3n(Cc3ccccc3C#N)c2=O)cc1
→ -13.0%, -8.5%, -2.9%, -2.6%, 2.6%, x, -2.8%, -1.4%
CN(Cc1cccs1)C(=O)CCc1c[nH]c2ccccc12
→ -16.8%, 3.9%, 1.7%, 4.6%, 0.9%, -10.5%, 1.8%, -1.9%
C=CCOC(/C=C/c1ccccc1)C[Si](C)(C)C (stereo not drawn)
→ x, x, x, -5.2%, -2.7%, x, -6.2%, -1.6%
CCC(=O)N(Cc1ccc(S(N)(=O)=O)cc1)C1CC(=O)N(c2ccc(OC)cc2)C1=O (stereo not drawn)
→ 4.3%, -5.5%, -13.2%, 5.5%, -1.4%, -0.7%, -2.1%, -14.0%
O=C(Nc1ccccc1N1CCN(C(=O)c2ccc(Cl)cc2)CC1)c1cc2ccccc2o1
→ -1.6%, -0.3%, 22.4%, -5.0%, -4.7%, 4.4%[11.4 µM], -1.2%, -7.3%
CC(C)c1ccc(C2C3=C(CC(C)(C)CC3=O)NC3=C2C(=O)c2ccccc23)cc1 (stereo not drawn)
→ -8.4%, -8.7%, 20.0%, -0.7%, 0.0%, -29.6%, -18.9%, -6.7%
Cc1cccc(-c2nsc(SCC(=O)NCc3ccco3)n2)c1
→ -6.6%, -1.6%, -6.8%, -1.8%, -3.5%, -2.7%, -0.9%, -1.7%
Cc1ccc(Cc2cc(C)n[nH]c2=O)cc1
→ -0.3%, x, 4.1%, -2.5%, 0.8%, 6.5%, -4.4%, -9.9%
Cn1nc(C(F)(F)F)c(/C=N/OC(=O)c2ccccc2)c1Cl
→ 0.1%, -5.3%, -0.3%, -4.1%, 3.8%, 8.9%, 11.2%, -11.6%

A stretch from the list above:
Below each compound: GAA glycogen, GAA inhib, RGS12 GoLoco inh, TRb-SRC2 inh, TR SRC2 fluor cs, L3MBTL1 inh, RECQ1 helicase, GAA spleen mod
Cc1occc1-c1nnc(SCC(=O)Nc2ccc(F)cc2)n1Cc1ccccc1
→ -23.3%, 2.2%, 2.4%, -3.4%, 2.3%, x, 3.2%, -0.8%
CCCCCCCCCCCCCCCCSCC(COC)COP(=O)([O-])OCC[N+](C)(C)C (stereo not drawn)
→ x, x, x, 6.5%, -1.5%, x, -8.0%, -0.2%

Look-ups from the entries so far:
Reading of O=C(Nc1ccccc1N1CCN(C(=O)c2ccc(Cl)cc2)CC1)c1cc2ccccc2o1 under TR SRC2 fluor cs: -4.7%
Reading of CC(C)CC(NC(=O)C1CCC(C)CC1)C(=O)NCc1cccnc1 (stereo not drawn) under GAA spleen mod: -2.2%

The list goes on.
Below each compound: GAA glycogen, GAA inhib, RGS12 GoLoco inh, TRb-SRC2 inh, TR SRC2 fluor cs, L3MBTL1 inh, RECQ1 helicase, GAA spleen mod
COc1ccc(Nc2cc(C(=O)NCc3cccnc3)c3ccccc3n2)c(OC)c1
→ -10.2%, -8.3%, 23.4%, 5.9%, -0.5%, x, -2.1%, -7.8%
COc1cccc2[nH]c3c(=O)n(CCCN4CCOCC4)cnc3c12
→ -6.6%, x, 7.3%, 0.3%, -2.8%, 4.2%, 12.3%, -3.9%
C/C(=N/N=C1\SCC(=O)N1c1ccccc1)c1ccc(C)cc1
→ 3.4%, -7.8%[15.4 µM], -1.5%, -6.9%, 0.2%, 61.6%[activator], i, 1.9%
COc1ccc(CN2C3CCCC2CC(NC(=O)Nc2ccccc2)C3)cc1 (stereo not drawn)
→ 0.7%, -7.4%, 7.3%, -3.4%, -2.6%, 8.9%, -2.1%, -12.5%
Cc1cccc(C)c1-n1c(SCC(=O)N2CC(=O)Nc3ccccc32)nc2ccccc2c1=O
→ -7.6%, -3.7%, -0.9%, 8.4%, 3.8%, -8.3%, -12.4%, 3.3%
CC(C)c1ccccc1NC(=O)CCCC(=O)O
→ 4.9%, 0.1%, 9.3%, -11.6%, -0.9%, -6.3%, -0.3%, 6.7%
N=C1S/C(=C\c2ccc(-c3cccc(Cl)c3)o2)C(=O)N1c1nccs1
→ 12.4%, -7.4%, 9.5%, -6.6%, -0.5%, u, -0.7%, -5.0%
Cc1ccc(C(=O)Oc2oc(-c3ccco3)nc2C=Nc2ccccc2)cc1
→ 5.6%, -5.4%, -2.3%, 0.0%, -1.1%, 0.4%, -2.2%, -8.4%
Cc1cc(C)cc(OCc2nnc(SCC(=O)OC(C)C)o2)c1
→ 11.2%, -8.0%, 5.7%, -1.7%, -10.0%, x, i, 0.1%
CCN(CC)S(=O)(=O)c1ccc2c(c1)C(=NO)c1cc(S(=O)(=O)N(CC)CC)ccc1-2
→ -1.3%, -1.0%, -4.5%, -4.2%, -2.9%, 17.3%, -3.3%, -12.1%
Cc1nc(N)[nH]c(=O)c1Oc1cccc(C(F)(F)F)c1
→ 7.1%, 1.0%, 4.6%, -5.6%, -4.0%, -4.0%, 2.8%, 1.3%
COc1ccc(-n2nc(C(=O)N3CCN(Cc4ccc5c(c4)OCO5)CC3)c3ccccc3c2=O)cc1
→ -2.5%, -4.2%, -2.2%, -10.7%, 0.0%, x, -5.9%, -7.9%
Cc1ccc(NS(=O)(=O)c2cc(C(=O)N3CCN(C)CC3)ccc2C)cc1C
→ 22.4%, -10.4%, 8.2%, -1.0%, -3.0%, 7.1%, 18.5%, -23.3%
O=C(COc1ccc2ccccc2c1)N1CCN(C(=O)c2cccs2)CC1
→ 4.1%, 4.0%, 7.5%, -15.7%, -0.7%, -4.4%, -4.9%, -8.2%
COc1ccc(C2C(C(=O)NCCCN3CCOCC3)c3ccccc3C(=O)N2c2ccc(OC)cc2)cc1 (stereo not drawn)
→ 6.5%, 4.7%, 4.6%, -2.5%, -1.5%, -8.9%, -3.6%, 0.4%
Cc1nn(-c2ccccc2)c(Cl)c1/C=N\NC(=O)c1cnccn1
→ 0.2%, -8.1%, 5.3%, 2.4%, -6.0%, 0.4%, 1.4%, 4.6%

Assay outcomes: PubChem BioAssay, National Center for Advancing Translational Sciences (NCATS)
